TNAP act hiacc: activators of human TNAP at high phosphate acceptor concentration | 200,000 tested, under 10 active | P05186 | purified TNAP, CDP-star luminescence, 1 M DEA, 30 min; active compounds read high; 0 = EDTA background, 1 = DMSO-only activity | activation factor at 20 µM;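 active = activation factor at least 2 at 20 µM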
Target sequence (P05186 whole entry, looked up): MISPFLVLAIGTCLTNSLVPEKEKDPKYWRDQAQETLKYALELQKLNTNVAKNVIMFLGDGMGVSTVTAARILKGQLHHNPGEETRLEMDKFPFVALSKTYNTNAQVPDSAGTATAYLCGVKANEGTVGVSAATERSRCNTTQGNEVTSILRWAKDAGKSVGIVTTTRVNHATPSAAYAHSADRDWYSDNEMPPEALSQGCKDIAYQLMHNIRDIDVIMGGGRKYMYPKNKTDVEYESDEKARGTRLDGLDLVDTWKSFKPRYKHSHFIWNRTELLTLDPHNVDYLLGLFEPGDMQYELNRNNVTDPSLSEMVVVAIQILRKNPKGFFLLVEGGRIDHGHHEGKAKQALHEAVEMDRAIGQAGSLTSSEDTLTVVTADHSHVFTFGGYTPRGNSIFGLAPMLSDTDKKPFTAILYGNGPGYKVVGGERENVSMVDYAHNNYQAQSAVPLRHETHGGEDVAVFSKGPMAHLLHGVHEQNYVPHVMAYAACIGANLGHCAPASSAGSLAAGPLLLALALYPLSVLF
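Control set: EDTA negative control, DMSO positive control / Assay system: human TNAP / Quantity: TNAP 1/800 final / Evaluation: TNAP activation factor scaled between EDTA and DMSO control wells / Measured by: luminescent substrate turnover signal / Compound dosing: one dose, 20 µM / Times: 30 min enzyme reaction at room temperature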
TNAP inh hi DEA: TNAP (human) inhibition, high acceptor; P05186; purified TNAP, CDP-star luminescence, 1 M DEA; inhibition, % at 20 µM; 200,000 compounds, 0.03% hits; AID 1135;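 active = over 50% inhibition of tissue-nonspecific alkaline phosphatase at 20 µM in the single-dose screen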;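 also: plate controls were DMSO wells for no effect and EDTA-quenched wells as full inhibition for full effect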
bIAP act: intestinal alkaline phosphatase (bovine) activation; purified bovine IAP, CDP-star luminescence, 30 min; active compounds read high; fold of DMSO-control signal, blank-subtracted; activation factor at 20 µM; 200,000 compounds, 0.17% hits;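 active = activation factor of 2 or more at 20 µM, a signal rise over negative controls twice the positive control's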
L major viab: reduces viability of Leishmania major promastigotes; 200,000 compounds, 9% hits; inhibition, % at 10 µM; AID 1063; resazurin fluorescence viability; in the data active = inhibition above about 50%;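 also: promastigotes grown with compound for 44 hours at 28 °C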
TNAP inh noacc: blocks human TNAP activity with no phosphate acceptor present; purified TNAP, CDP-star luminescence, 30 min; P05186; inhibition, % at 20 µM; 200,000 compounds, 0.26% hits;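 active = tissue-nonspecific alkaline phosphatase inhibition above about 50% at 20 µM in the single-dose screen, limit read from the data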;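 also: 0% = DMSO negative control and 100% = EDTA positive control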
Diaph inh CS: inhibits diaphorase or chemically oxidizes, flagging diaphorase assay artifacts. inhibition, % at 20 µM. 190,000 compounds, 0.69% hits. diaphorase resazurin-to-resorufin fluorescence, NADH, 16 min; bacterial (C. kluyveri) enzyme, not human;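 active = primary screen inhibition at 20 µM above a set limit, cut at about 50% in these data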;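 also: plate controls were DMSO with full reaction for no effect and wells lacking NADH for full effect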
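Assay system – diaphorase enzyme from Clostridium kluyveri · Amount – diaphorase 0.14 U/mL (working solution) · Times – reaction incubation of 16 min at room temperature · Controls – No-NADH positive control and DMSO neutral control · Signal – resorufin fluorescence 544/590 nm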
bIAP inh: intestinal alkaline phosphatase (bovine) inhibition | purified bovine IAP, CDP-star luminescence, 30 min | inhibition, % at 20 µM | 190,000 tested, under 10 active | AID 1019;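 active = over 50% inhibition of intestinal alkaline phosphatase at 20 µM in the single-dose screen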
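Assay system – bovine IAP enzyme · Quantity – bovine IAP at 1/65,000,000 final dilution · Detection – CDP-star luminescence signal · Times – 30 min reaction at room temperature · Also added – CDP-star substrate at 30 µM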
PMI activator: increases human mannose-6-phosphate isomerase activity. P34949. purified human PMI, coupled resazurin fluorescence, 20 min; active compounds read high; 1 = vehicle control, 0 substrate-free wells. activation factor at 20 µM. 190,000 compounds, 0.005% hits;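 active = activation factor of 2 or more at 20 µM, relative to plate controls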
Target sequence (P34949 whole entry, looked up): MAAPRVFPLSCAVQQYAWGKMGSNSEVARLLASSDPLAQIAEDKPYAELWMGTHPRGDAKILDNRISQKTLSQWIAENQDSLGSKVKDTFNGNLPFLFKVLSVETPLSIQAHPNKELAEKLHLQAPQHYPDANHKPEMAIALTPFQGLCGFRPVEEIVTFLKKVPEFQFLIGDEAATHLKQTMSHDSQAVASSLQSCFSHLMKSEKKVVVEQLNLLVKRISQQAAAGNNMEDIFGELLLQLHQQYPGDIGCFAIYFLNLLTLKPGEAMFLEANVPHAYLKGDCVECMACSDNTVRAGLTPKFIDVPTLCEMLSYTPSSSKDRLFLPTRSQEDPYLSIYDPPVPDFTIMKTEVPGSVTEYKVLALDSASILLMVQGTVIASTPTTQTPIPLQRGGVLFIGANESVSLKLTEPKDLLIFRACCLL
PMI act hi M6P: activators of human phosphomannose isomerase at near-saturating mannose 6-phosphate | P34949 | coupled PMI enzyme assay, resazurin fluorescence, 20 min; active compounds read high; 1 = untreated enzyme, 0 = substrate-free blank | activation factor at 20 µM | 190,000 compounds, 0.34% hits | AID 1216;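 active = activation factor of 2 or more at 20 µM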
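Material: human phosphomannose isomerase with PGI, G6PDH, diaphorase coupling enzymes. Quantity: 15 ng/mL PMI. Medium: HEPES pH 7.4 buffer with MgCl2 and Tween-20. Reagent: Near-saturating mannose-6-phosphate, 1.0 mM. Compound: 20 µM single dose. Times: enzyme reaction with compound 20 min at room temperature. Detection: resorufin fluorescence at Ex 544/Em 590 nm.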
Diaph act CS: activates diaphorase or chemically reduces, flagging diaphorase assay artifacts; Diaphorase/resazurin coupled assay, resorufin fluorescence, 16 min; active compounds read high; 1 = vehicle wells, 0 = NADH-free wells; activation factor at 20 µM; 190,000 compounds, 0.005% hits;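 active = diaphorase activity raised at least twofold by the compound at 20 µM; inactive = activation factor below 2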
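Material: Purified diaphorase enzyme from Clostridium kluyveri | Buffer or medium: 50 mM HEPES pH 7.4 with 4.542 mM MgCl2, 0.005% Tween 20 | Times: 16 min enzyme reaction, ambient temperature | Signal: Red resorufin fluorescence at 544/590 nm excitation/emission | Measure: Increased resorufin signal from activators or reducing compounds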
Numbers without * were called inactive; / = no result given.

SMILES	TNAP act hiacc	TNAP inh hi DEA	bIAP act	L major viab	TNAP inh noacc	Diaph inh CS	bIAP inh	PMI activator	PMI act hi M6P	Diaph act CS
CC(=O)Nc1ccc2c(c1)OCCO2	1.1	-5	1	-5	-5	8	0	1	0.9	0.9
CCCCn1c(N)c(-c2nc3ccccc3o2)c2c([N+](=O)[O-])nn(CC)c(=O)c21	1	3	1.1	1	-27	15	-7	0.9	0.8	0.8
CC(C)(C)c1[nH]nc2c1C(Cc1ccccc1)C(C#N)=C(N)O2 (stereo unspecified)	1	-4	1.1	3	-6	24	-12	0.8	0.8	0.8
O=S(=O)(c1ccc(Br)cc1)n1ccc2ccccc21	1	-4	0.8	91*	4	7	23	1	1	0.9
O=c1cc(CSc2nnc(COc3ccccc3)o2)c2ccccc2[nH]1	1	-3	0.9	10	-6	24	13	0.8	0.9	0.8
O=C(COC(=O)c1ccccc1)Nc1ccccc1Br	1	-3	1	-4	-10	-4	2	1.1	1	1
O=C(N/C(=C/c1ccc(Br)cc1)C(=O)N1CCCC1=O)c1ccco1	1	-2	1	-4	-11	12	-2	0.9	0.9	0.9
COC(=O)c1cn(NC(=O)c2ccc([N+](=O)[O-])cc2Cl)c(=O)c2ccccc12	1	-1	1.1	-12	-13	7	-8	1.1	1	0.9
COc1ccc(/C=C/C(=O)c2ccc3c4c(cccc24)CC3)cc1	1	-3	0.7	10	-14	13	32	0.8	0.9	0.9
Fc1ccc2c(c1)C(c1ccncc1)=NNC(c1ccc(Br)cc1)=N2	1	3	1	1	-14	5	4	0.9	1	0.9
Cc1nnsc1SCCNC(=O)Nc1ccc(Cl)cc1	1	-4	0.8	-9	-12	3	20	1	1	1
CS(=O)(=O)N(CC(=O)Nc1ccc(F)c(F)c1)c1cccc([N+](=O)[O-])c1	1	2	0.9	11	-2	5	12	0.9	1	0.9

Molecules listed so far with four or more nitrogen atoms, in the order listed:
SMILES	TNAP act hiacc	TNAP inh hi DEA	bIAP act	L major viab	TNAP inh noacc	Diaph inh CS	bIAP inh	PMI activator	PMI act hi M6P	Diaph act CS
CCCCn1c(N)c(-c2nc3ccccc3o2)c2c([N+](=O)[O-])nn(CC)c(=O)c21	1	3	1.1	1	-27	15	-7	0.9	0.8	0.8
CC(C)(C)c1[nH]nc2c1C(Cc1ccccc1)C(C#N)=C(N)O2 (stereo unspecified)	1	-4	1.1	3	-6	24	-12	0.8	0.8	0.8
Fc1ccc2c(c1)C(c1ccncc1)=NNC(c1ccc(Br)cc1)=N2	1	3	1	1	-14	5	4	0.9	1	0.9
Cc1nnsc1SCCNC(=O)Nc1ccc(Cl)cc1	1	-4	0.8	-9	-12	3	20	1	1	1

(list continues)
SMILES	TNAP act hiacc	TNAP inh hi DEA	bIAP act	L major viab	TNAP inh noacc	Diaph inh CS	bIAP inh	PMI activator	PMI act hi M6P	Diaph act CS
CCCCc1ccc(S(N)(=O)=O)cc1	1	-5	1	-9	-20	13	2	1.1	1.1	0.9
CC(C(=O)N1CCN(c2ccc(Cl)cc2)CC1)c1ncc(C(F)(F)F)cc1Cl (stereo unspecified)	1	-4	1.1	-6	-6	17	-7	1	1	0.8
Cc1ccc2oc(=O)c3cnn(CC(=O)N4CCCc5ccccc54)c3c2c1	1	4	1	-4	0	24	4	0.8	0.8	0.8
CCN(C(=O)CSc1ncn[nH]1)c1cccc2ccccc12	1	-5	1.3	-5	-9	17	-27	1	1	0.8
CCOc1ccc(NC(=O)Cn2nnc(C(=O)NCCc3ccc(OC)c(OC)c3)c2N)cc1	1.1	-8	0.9	-2	-13	4	15	1	1	1
Cc1ccn2c(NC(=O)c3ccccc3)c(-c3cccs3)nc2c1	1	-2	1.1	0	-14	2	-6	1	1	1
Cc1cccc(C)c1OCC(=O)N/N=C/C=C/c1ccco1	1	-4	1	4	2	18	1	1	0.6	0.8
CC1C(C(=O)Nc2ccccc2)CCCC1(C)C(=O)O (stereo unspecified)	1	-3	1	-4	-4	-2	-4	1	1	1
COC(=O)c1ccc(CSc2nc3c(cnn3-c3ccc(Cl)cc3)c(=O)[nH]2)o1	1	-3	1	-1	2	9	-5	0.9	0.9	0.9
CCOC(=O)C(C)Sc1nnc2n1C(C)(C)Cc1ccccc1-2 (stereo unspecified)	1	-3	1.1	6	-8	-4	-8	1	1.1	1
CCOC(=O)c1sc(NC(=O)Nc2cccc(Cl)c2)cc1C	1	0	1	25	-10	15	-1	0.8	0.8	0.8
CSc1nnc(-c2cnccn2)n1Cc1ccccc1	1	-1	0.9	-1	-3	9	12	0.9	0.9	0.9
Cn1ccc(C(=O)OCC(=O)c2ccccc2)n1	1.1	-6	0.9	-8	-13	15	10	0.9	1	0.8
COc1ccccc1CCNC(=O)CSc1ccc(-c2ccco2)nn1	0.9	9	0.8	2	-3	43	22	0.8	0.6	0.6
CC1(C)CC(=O)c2sc(NS(=O)(=O)c3ccccc3)nc2C1	1.1	-6	1.1	1	-6	8	-15	1.1	1.1	0.9
COC(=O)n1c(=O)oc2cc(S(=O)(=O)N3CCCCC3)ccc21	1	-4	1	-11	-5	17	0	1	0.9	0.8
CCCCNC(=S)Nc1ccc2cn[nH]c2c1	1	2	1	-3	-12	5	0	0.9	1	1
COc1cccc(NC(=O)CN2CCN(S(=O)(=O)c3ccc(C(C)C)cc3)CC2)c1	1	3	1.4	4	-5	19	-39	0.8	0.9	0.8
CCc1cccc(OC2OC(CO)C(O)C(O)C2NC(C)=O)c1 (stereo unspecified)	1.1	-7	0.9	-8	-17	5	14	1	1	0.9
COc1ccc(-c2[nH]nc3c2C(c2ccncc2)C(C#N)=C(N)O3)cc1 (stereo unspecified)	1	3	0.9	13	43	15	8	0.9	0.9	0.9
COc1ccc(/C=N/n2cnnc2)cc1Oc1nc(Cl)ncc1F	1	-2	1	-5	-11	6	1	1	0.9	0.9
CCC(C)C(NC(=O)OC(C)(C)C)C(=O)NC(C)C(N)=O (stereo unspecified)	1.1	-6	1	-5	-14	8	0	1	1	0.9
CCCCCc1ccc(CC(=O)O)cc1	1	-1	1	0	-4	7	0	1	1	0.9
O=C(Nc1ccc(C2CCCCC2)cc1)C1CCN(c2ncccn2)CC1	1	-4	1.1	/	-3	1	-12	1	1	1
COc1ccc2cc(C(=O)COC(=O)COc3ccc4c(C)cc(=O)oc4c3)ccc2c1	1	-1	1	-4	-14	0	2	1	1	1
CC1(C)CC(=O)c2cc(NC(=O)c3ccccc3)c(=O)oc2C1	1	-3	0.9	-5	-14	18	10	1	0.9	0.8
Cc1ccc(C)c(NC(=S)NCc2ccc3c(c2)OCO3)c1	1	-3	0.7	19	-11	8	31	0.9	0.9	0.9
CSc1cccc(NC(=O)CCNC(=O)c2ccco2)c1	1	0	1	-3	-5	3	-4	1	1	1
Cc1c(NC(=O)C(C)OC(=O)c2ccc([N+](=O)[O-])s2)c(=O)n(-c2ccccc2)n1C (stereo unspecified)	1	-2	1	77*	0	3	-1	1.1	1	1
Cc1cccc(OCCNC(=O)c2ccc(Oc3ccc(C(F)(F)F)cc3[N+](=O)[O-])cc2)c1	1.1	-5	0.9	-5	-10	26	11	0.9	0.9	0.7
Cc1ccc(C2=NNC(=Nc3ccc(F)cc3)SC2)cc1	1	-1	1.1	16	-7	16	-11	1	1	0.8
CCOC(=O)C1CCN(c2cc(C)nc3ccc(OC)cc23)CC1	1	-2	1.1	4	-11	-6	-10	1	1.1	1.1
CC(=O)Nc1ccc(C(=O)OCc2ccc(Br)cc2)cc1	1	-4	1	2	-5	10	-4	1	1.1	0.9
O=C(NCCO)c1nc2ccccc2s1	1.1	-6	0.8	-9	-13	7	21	1.1	1	0.9
Cc1ccc(NNS(=O)(=O)c2ccc(C)cc2)cc1	1	-1	0.9	-8	3	20	6	1.1	2*	0.8
Cc1cc(-c2ccco2)n(CC(=O)NCCCc2ccccc2)n1	1.1	-7	0.9	-3	-6	2	14	1	1	1
COc1ccc(S(=O)(=O)O/N=C2\CCCc3ccccc32)cc1	1	-4	0.5	-2	-9	22	49	1.1	1.2	0.8
O=C(Cc1cccc2ccccc12)Nc1ccccc1C(=O)O	1	-1	1	-8	2	10	0	1	1	0.9
CC(=O)Nc1ccc(N/C(N)=N/c2nc(C)cc(C)n2)cc1	1.1	-8	1	9	-4	4	-1	1	1	1
CCCCNC(=O)COC(=O)c1ccc(N(C)C)cc1	1	0	1.1	-1	-5	8	-7	1	0.9	0.9
Cc1ccc(/C=C(\C#N)c2nc3ccccc3[nH]2)s1	1	1	0.9	23	-5	2	10	1	1	1
CCn1c2ccccc2c2nn(C)c(=N)nc21	1	-3	0.8	96*	-7	4	24	1	1	1
O=C(N/N=C\c1ccc(COc2ccc([N+](=O)[O-])cc2)o1)c1cccc(Cl)c1	1	-5	0.9	30	-4	2	8	0.9	1	1
CNc1ncc(C(=O)c2ccc(Br)cc2)s1	1	2	1.1	2	-5	0	-7	1.1	1	1
COc1cc(OC)c(OC)cc1CN1CCN(S(=O)(=O)c2ccc(NC(C)=O)cc2)CC1	1.1	-5	1.1	-5	-4	52*	-8	0.9	0.7	0.5
Cc1ccccc1OCc1nc(-c2ccc(NC(=O)c3ccco3)cc2)no1	1	0	1	3	-3	7	4	0.9	0.9	0.9
COc1ccc(-c2ccc(Nc3ccc(S(=O)(=O)N4CCCC4)cc3)nn2)cc1OC	1	-1	1	17	-7	24	5	0.9	0.9	0.8
CC1CC(C)CN(c2ncnc3c2cnn3-c2ccc(Cl)cc2)C1 (stereo unspecified)	1.1	-5	1	-4	-8	11	-1	0.9	0.9	0.9
CCOC(=O)c1ccccc1OCc1cc(/C=N/n2cncn2)ccc1OC	1	1	1	-4	-3	19	4	0.9	1	0.8
CC[n+]1c(C)sc2c(C)cc(C)cc21	1	3	1	69*	15	50	5	0.3	0.3	0.5
Nc1c(C(=O)NC2CCCC2)sc2nc(-c3cccs3)ccc12	1	4	1	24	6	19	-2	1.1	1.2	0.8
COCCn1c(-c2ccco2)csc1=Nc1cccnc1	1	2	1.1	-10	-3	12	-8	1.4	1.7	0.9
Cc1ccn2cc(C(=O)Nc3nnc(C)s3)nc2c1	1.1	-6	1.3	-3	-210	32	-26	0.7	0.5	0.7

2 of the compounds above, bar-delimited:
SMILES | TNAP act hiacc | TNAP inh hi DEA | bIAP act | L major viab | TNAP inh noacc | Diaph inh CS | bIAP inh | PMI activator | PMI act hi M6P | Diaph act CS
COCCn1c(-c2ccco2)csc1=Nc1cccnc1 | 1 | 2 | 1.1 | -10 | -3 | 12 | -8 | 1.4 | 1.7 | 0.9
Cc1ccn2cc(C(=O)Nc3nnc(C)s3)nc2c1 | 1.1 | -6 | 1.3 | -3 | -210 | 32 | -26 | 0.7 | 0.5 | 0.7
